Screening results (PubChem BioAssay)
Epigenetic derep – regulators of epigenetic silencing causing reporter derepression in mouse cells. 0.2% of 280,000 active. Potency, µM (top dose mostly 53.9 µM), for inactives: at the top dose GFP activation, most hits filed as activators. murine LDR cells, GFP reporter derepression, 30 h. AID 1865; also: potency is read from the fitted curve at half-maximal effect; % of control where 0% means no effect; nearly all actives have a fitted effect of over 60% in size
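Murine LDR cells bearing a silenced CMV-driven GFP reporter were exposed to compound for 30 h at 37 C. After PBS washes, GFP-positive cells (20-120 um objects) counted by laser-scanning microplate cytometry.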
aGal spleen mod – inhibits or activates alpha-galactosidase in human spleen homogenate. P06280. human spleen homogenate, 4MU-alpha-Gal fluorescence, 40 min. Potency, µM (doses to about 80 µM), without a hit: top-dose activity change, negative = inhibition, actives largely listed as inhibitors. 0.008% of 240,000 active;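 also: potency is read from the fitted curve at half-maximal effect; 0% = enzyme with vehicle and -100% = no enzyme basal signal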
Target sequence (P06280 32-429 limits assumed): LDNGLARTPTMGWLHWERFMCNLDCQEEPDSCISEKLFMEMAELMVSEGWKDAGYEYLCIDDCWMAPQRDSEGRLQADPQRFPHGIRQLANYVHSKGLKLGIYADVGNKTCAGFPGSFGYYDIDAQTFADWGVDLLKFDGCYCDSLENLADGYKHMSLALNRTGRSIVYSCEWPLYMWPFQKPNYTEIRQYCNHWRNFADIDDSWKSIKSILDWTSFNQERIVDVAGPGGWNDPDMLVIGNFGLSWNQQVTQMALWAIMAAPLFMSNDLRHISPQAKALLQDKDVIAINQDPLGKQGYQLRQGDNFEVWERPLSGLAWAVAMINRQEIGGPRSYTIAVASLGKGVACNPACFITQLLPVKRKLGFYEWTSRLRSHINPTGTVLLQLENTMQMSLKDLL
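Spleen homogenate 1 ug + cpd (titration) + 4-MU-alpha-D-galactopyranoside 1 mM; 37C 40 min; 50 mM citrate/phosphate pH 5.0, 0.01% Tween-20; stop pH 10; fluorescence 365/440; AC50 via Hill.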
Tau FP inhib – blocks human tau fibril formation measured by polarization. Potency, µM (titrated, usually from 57.7 µM), inactives show at the top dose activity, negative = inhibition, most hits filed as inhibitors. K18 P301L tau heparin fibrillization, Alexa594 FP, 6 h. 0.39% of 280,000 active. P10636; also: potency is read from the fitted curve at half-maximal effect; % is scaled to controls: 0 for no effect and ±100 for the full control effect; nearly all actives have a fitted effect of over 55% in size
Target sequence (P10636 561-689 P618L limits assumed): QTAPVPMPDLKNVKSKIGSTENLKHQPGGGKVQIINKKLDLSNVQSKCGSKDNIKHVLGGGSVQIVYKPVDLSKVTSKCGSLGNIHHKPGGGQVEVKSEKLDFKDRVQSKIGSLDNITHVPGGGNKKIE
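Steps: dispense K18 P301L tau (15 uM plus 0.24 uM Alexa 594 tracer, final) in pH 7 sodium acetate; add compound; add heparin (20 uM final); incubate 6 hr, 37 C; add ThT (30 uM final); after 1 hr ambient, read FP.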
TRb SRC2 PPI – inhibitors of human thyroid hormone receptor beta-SRC2 interaction | P10828 | TRbeta-SRC2 peptide binding, fluorescence polarization; receptor liganded with 1 µM T3 | Potency, µM (top dose mostly 106 µM), for the others: at the top dose activity change, negative = inhibition, hits mostly inhibitors | 0.065% of 280,000 active | AID 1469;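 also: potency is read from the fitted curve at half-maximal effect; plate controls were bound peptide for no effect and peptide without receptor for full effect; nearly all actives have a fitted effect of over 50% in size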
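Human TRb ligand-binding domain (0.6 uM) is mixed with 20 nM Texas Red SRC2 peptide and 1 uM T3; after compound addition and 5 hr at ambient temperature, polarization is measured and normalized to unbound and bound controls.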
CBFb-RUNX1 inh – inhibitors of human CBF-beta and RUNX1 interaction | Q01196+Q13951 | AlphaScreen CBFb-His/RUNX1-biotin binding, biochemical | Potency, µM (top dose mostly 59.8 µM), without a hit: top-dose activity, negative = inhibition, usual class: inhibitors | 230,000 tested, under 10 active | AID 1477; also: % of control where 0% means no effect
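Proteins preincubated together for 20 min at RT before compound addition; 15 min later, nickel and streptavidin beads were added and left 90 min prior to AlphaScreen measurement.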
NPSR antag – neuropeptide S receptor (human) antagonism, cAMP | Q6W5P4 | CHO-NPSR cells, cAMP TR-FRET, antagonist mode | Potency, µM (highest dose often 38.3 µM), for inactives: top-dose activity change, negative = inhibition, actives largely listed as inhibitors | 1% of 220,000 active; also: potency is read from the fitted curve at half-maximal effect; % is scaled to controls: 0 for no effect and ±100 for the full control effect; nearly all actives have a fitted effect of over 50% in size; many of its hits are not listed in these tables
Target sequence (Q6W5P4 whole entry, looked up): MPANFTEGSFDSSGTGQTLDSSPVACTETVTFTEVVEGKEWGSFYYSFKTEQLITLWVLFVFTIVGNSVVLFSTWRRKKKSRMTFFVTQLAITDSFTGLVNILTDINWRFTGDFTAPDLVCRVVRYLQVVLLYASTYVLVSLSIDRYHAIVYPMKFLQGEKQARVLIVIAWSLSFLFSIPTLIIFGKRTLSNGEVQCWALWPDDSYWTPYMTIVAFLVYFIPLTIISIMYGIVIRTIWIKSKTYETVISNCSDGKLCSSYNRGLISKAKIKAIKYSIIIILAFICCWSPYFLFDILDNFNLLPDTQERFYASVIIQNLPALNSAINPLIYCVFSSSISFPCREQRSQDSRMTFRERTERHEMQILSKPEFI
Tau fluor cs – counter-screen for tau fibril formation inhibitors; tau K18 P301L Alexa594 fluorescence, heparin fibrillization; Potency, µM (top dose mostly 57.7 µM), without a hit: at the top dose activity change, negative = decrease; 0.93% of 280,000 active; AID 1463; also: potency is read from the fitted curve at half-maximal effect; % is scaled to controls: 0 for no effect and ±100 for the full control effect; nearly all actives have a fitted effect of over 55% in size
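Human tau K18 P301L (15 uM unlabeled, 0.24 uM Alexa 594-labeled) in 100 mM sodium acetate pH 7 with 20 uM heparin, 6 hr at 37 C. ThT 30 uM added, 1 hr ambient; Alexa 594 FP and total fluorescence read at 555/632 nm.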
TexasRed fluor – alters Texas Red total fluorescence, flagging assay interference; 0.29% of 280,000 active; Potency, µM (doses to about 106 µM), inactives show at the highest dose fluorescence change, negative = quenching; AID 1479; TRb/SRC2 Texas Red total fluorescence interference; active = well fitted curve in either direction with a large enough effect; inconclusive = small, poorly fitted or top-dose-only effect; also: potency is read from the fitted curve at half-maximal effect; % is scaled to controls: 0 for no effect and ±100 for the full control effect
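Human TRb ligand-binding domain at 0.6 uM with 20 nM Texas Red SRC2 peptide in Tris buffer containing 1 uM T3 and 5% DMSO, incubated with compound 5 h at ambient temperature. Total fluorescence (555/632 nm) calculated as parallel + 2 × perpendicular.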
Active calls of the source: *; & = joins results of further samples; [ ] = remark or other dose. Unless noted, calls follow the shape of the dose curve; as a rule, active = well fitted curve in the direction sought with a large enough effect; inconclusive = small, poorly fitted or top-dose-only effect, or another doubt; inactive = no such curve, though single readings can be large; an effect the other way counts as inactive or inconclusive. This is a subset, so the mix of outcomes need not match the whole.

How did CCN(CC)S(=O)(=O)c1cccc(NC(=O)c2cc(-c3cccs3)nn2-c2ccccc2)c1 do in these assays?
Epigenetic derep: 0.0%; aGal spleen mod: -4%; Tau FP inhib: -9%; TRb SRC2 PPI: 8%[53 µM]; CBFb-RUNX1 inh: -3%; NPSR antag: -10%; Tau fluor cs: -17%; TexasRed fluor: -2%[53 µM]

What do the screens show for `Cc1ccc2cc(C(c3nnnn3Cc3ccccc3)N3CCN(c4ccccc4)CC3)c(=O)[nH]c2c1` (stereo not given)?
Epigenetic derep: -1.0%; aGal spleen mod: 1%; Tau FP inhib: -3%; TRb SRC2 PPI: -1%; CBFb-RUNX1 inh: -16%; NPSR antag: -17%[46.1 µM]; Tau fluor cs: -16%; TexasRed fluor: 0%

How did COCCn1c(C)cc(C(=O)CSc2n[nH]c(N)n2)c1C do in these assays?
Epigenetic derep: -1.9%; aGal spleen mod: -13%; Tau FP inhib: -5%; TRb SRC2 PPI: 11%; CBFb-RUNX1 inh: inconclusive; NPSR antag: -9%[46.1 µM]; Tau fluor cs: -3%; TexasRed fluor: -13%

Results for O=S(=O)(c1ccccc1)C1(S(=O)(=O)c2ccccc2)CCCC1 ?
Epigenetic derep: 0.0%; aGal spleen mod: 11%; Tau FP inhib: 5%; TRb SRC2 PPI: 0%; CBFb-RUNX1 inh: 2%; NPSR antag: -4%[46.1 µM]; Tau fluor cs: 6%; TexasRed fluor: -1%

Results for O=C(C1CC1)N1CCc2[nH]c3ccccc3c2C1 ?
Epigenetic derep: 0.2%; aGal spleen mod: -3%; Tau FP inhib: 4%; TRb SRC2 PPI: -2%; CBFb-RUNX1 inh: 7%; NPSR antag: 1%[46.1 µM]; Tau fluor cs: -7%; TexasRed fluor: -2%

What do the screens show for `COc1ccc(C2CC(C(F)(F)F)n3nc(C(=O)NCCN4CCOCC4)cc3N2)cc1` (stereo not given)?
Epigenetic derep: 0.0%; aGal spleen mod: -10%; Tau FP inhib: -5%; TRb SRC2 PPI: 4%; CBFb-RUNX1 inh: 1%; NPSR antag: 1%[46.1 µM]; Tau fluor cs: 0%; TexasRed fluor: -3%

How did C/C(=N\OC(=O)c1cccc(C(F)(F)F)c1)c1sc(-c2ccccc2)nc1C do in these assays?
Epigenetic derep: 0.0%; aGal spleen mod: 1%; Tau FP inhib: 7%; TRb SRC2 PPI: -2%; CBFb-RUNX1 inh: 7%; NPSR antag: 1%[46.1 µM]; Tau fluor cs: -1%; TexasRed fluor: 0%

How did COc1cc(OC)c(OC)cc1/C=C1\CCC(C2CCCC2)C1=O (stereo not given) do in these assays?
Epigenetic derep: 3.9%; aGal spleen mod: -8%; Tau FP inhib: 10%; TRb SRC2 PPI: 3%; CBFb-RUNX1 inh: -15%; NPSR antag: -21%; Tau fluor cs: inconclusive; TexasRed fluor: -3%

Results for Cc1ccc2c(Sc3ccc(Cl)cc3)c(C(=O)N3CCCCC3)[nH]c2c1 ?
Epigenetic derep: 2.3%; Tau FP inhib: 7%; TRb SRC2 PPI: 3%; Tau fluor cs: -28%; TexasRed fluor: 0%

Results for CC(=O)C1=C(c2ccccc2)N(C(C)=O)n2c(nnc2C2CCCCC2)S1 ?
Epigenetic derep: 7.0%; Tau FP inhib: -17%; TRb SRC2 PPI: -4%; Tau fluor cs: -11%; TexasRed fluor: -2%

Results for Cc1ccc(/C=C/C(=O)OCC(=O)NC(C)C)o1 ?
Epigenetic derep: 0.9%; aGal spleen mod: -3%; Tau FP inhib: -2%; TRb SRC2 PPI: -3%; CBFb-RUNX1 inh: 9%; NPSR antag: 0%; Tau fluor cs: -13%; TexasRed fluor: 0%

What do the screens show for `Cc1cc(C)n(-c2nc(NC(C)(C)C)nc(NC(C)(C)C)n2)n1`?
Epigenetic derep: 0.0%; aGal spleen mod: 4%; Tau FP inhib: -4%; TRb SRC2 PPI: -3%; CBFb-RUNX1 inh: -8%; NPSR antag: -4%[46.1 µM]; Tau fluor cs: -1%; TexasRed fluor: -3%

By substructure: the compounds so far containing a CF3 group.
What do the screens show for `COc1ccc(C2CC(C(F)(F)F)n3nc(C(=O)NCCN4CCOCC4)cc3N2)cc1` (stereo not given)?
Epigenetic derep: 0.0%; aGal spleen mod: -10%; Tau FP inhib: -5%; TRb SRC2 PPI: 4%; CBFb-RUNX1 inh: 1%; NPSR antag: 1%[46.1 µM]; Tau fluor cs: 0%; TexasRed fluor: -3%

How did C/C(=N\OC(=O)c1cccc(C(F)(F)F)c1)c1sc(-c2ccccc2)nc1C do in these assays?
Epigenetic derep: 0.0%; aGal spleen mod: 1%; Tau FP inhib: 7%; TRb SRC2 PPI: -2%; CBFb-RUNX1 inh: 7%; NPSR antag: 1%[46.1 µM]; Tau fluor cs: -1%; TexasRed fluor: 0%

Quoted at random: two entries already listed
Results for CC(=O)C1=C(c2ccccc2)N(C(C)=O)n2c(nnc2C2CCCCC2)S1 ?
Epigenetic derep: 7.0%; Tau FP inhib: -17%; TRb SRC2 PPI: -4%; Tau fluor cs: -11%; TexasRed fluor: -2%

Results for O=C(C1CC1)N1CCc2[nH]c3ccccc3c2C1 ?
Epigenetic derep: 0.2%; aGal spleen mod: -3%; Tau FP inhib: 4%; TRb SRC2 PPI: -2%; CBFb-RUNX1 inh: 7%; NPSR antag: 1%[46.1 µM]; Tau fluor cs: -7%; TexasRed fluor: -2%

(list continues)
Results for COC(=O)[C@@H]1CCCN1C(=O)CCc1nnc(C2CCCCC2)o1 ?
Epigenetic derep: 5.2%; aGal spleen mod: 6%; Tau FP inhib: -4%; TRb SRC2 PPI: 0%; CBFb-RUNX1 inh: 5%; NPSR antag: 2%; Tau fluor cs: -5%; TexasRed fluor: -3%

What do the screens show for `CCC(C)N(C(=O)c1csnn1)C(C(=O)NC(C)(C)C)c1ccccc1` (stereo not given)?
Epigenetic derep: -1.0%; aGal spleen mod: -5%; Tau FP inhib: 0%; TRb SRC2 PPI: -4%; CBFb-RUNX1 inh: 6%; NPSR antag: -10%[46.1 µM]; Tau fluor cs: -2%; TexasRed fluor: -1%

What do the screens show for `Cc1ccc(-c2nc3cnccn3c2Nc2ccc3c(c2)OCO3)o1`?
Epigenetic derep: 0.0%; aGal spleen mod: -8%; Tau FP inhib: 4%; TRb SRC2 PPI: -6%; CBFb-RUNX1 inh: -2%; NPSR antag: -19%[46.1 µM]; Tau fluor cs: -27%; TexasRed fluor: -1%

How did COc1ccc(Br)cc1CNC(=O)c1ccc2c(c1)nc1n2CCC(C)C1 (stereo not given) do in these assays?
Epigenetic derep: -1.8%; Tau FP inhib: 1%; TRb SRC2 PPI: 1%; Tau fluor cs: -7%; TexasRed fluor: -1%

How did O=C(CSc1nc(Nc2ccc(F)c(F)c2)c2ccccc2n1)c1ccc(Cl)cc1 do in these assays?
Epigenetic derep: 3.9%; Tau FP inhib: -3%; TRb SRC2 PPI: 0%; Tau fluor cs: -13%; TexasRed fluor: 0%

Results for CCC(CO)NC(=O)c1cc2c(s1)CCC2 (stereo not given) ?
Epigenetic derep: -0.6%; aGal spleen mod: -1%; Tau FP inhib: 1%; TRb SRC2 PPI: 9%; CBFb-RUNX1 inh: 2%; NPSR antag: -7%[46.1 µM]; Tau fluor cs: 0%; TexasRed fluor: 1%

What do the screens show for `O=C(NCC(O)c1ccc([N+](=O)[O-])cc1)C1CCCCC1` (stereo not given)?
Epigenetic derep: 0.0%; aGal spleen mod: 9%; Tau FP inhib: -10%; TRb SRC2 PPI: -3%; CBFb-RUNX1 inh: 4%; NPSR antag: 7%; Tau fluor cs: -1%; TexasRed fluor: -4%

Results for CCCCNC(=O)CCn1c(=O)c2ccccc2n(Cc2cccc(Cl)c2)c1=O ?
Epigenetic derep: -0.9%; Tau FP inhib: 1%; TRb SRC2 PPI: 8%; Tau fluor cs: 1%; TexasRed fluor: 5%

What do the screens show for `Cc1ccc(-c2nc(N)n(C(=O)c3cccs3)n2)cc1`?
Epigenetic derep: 1.3%; aGal spleen mod: -1%; Tau FP inhib: 2%; TRb SRC2 PPI: -8%; CBFb-RUNX1 inh: 3%; NPSR antag: 6%; Tau fluor cs: -6%; TexasRed fluor: 3%

What do the screens show for `CCc1ccc(NC(=O)CC2C(=O)N(c3ccc(C)cc3)C(=O)N2C2CCCC2)cc1` (stereo not given)?
Epigenetic derep: 2.6%; Tau FP inhib: 2%; TRb SRC2 PPI: 3%; Tau fluor cs: -24%; TexasRed fluor: 0%

How did Cc1nn(C)c(C)c1S(=O)(=O)NCc1cccs1 do in these assays?
Epigenetic derep: 0.0%; aGal spleen mod: -7%; Tau FP inhib: -3%; TRb SRC2 PPI: 4%; CBFb-RUNX1 inh: 0%; NPSR antag: -12%[46.1 µM]; Tau fluor cs: -4%; TexasRed fluor: -1%

Results for Cc1cccc(C(=O)NCC(c2ccco2)S(=O)(=O)c2cccs2)c1 (stereo not given) ?
Epigenetic derep: 1.0%; Tau FP inhib: -3%; TRb SRC2 PPI: 4%; Tau fluor cs: -6%; TexasRed fluor: -1%

How did O=C(NC(Cc1ccc2c(c1)OCO2)C(=O)N1CCCC1C(=O)O)c1ccccc1 (stereo not given) do in these assays?
Epigenetic derep: 1.0%; aGal spleen mod: 0%; Tau FP inhib: -4%; TRb SRC2 PPI: -5%; CBFb-RUNX1 inh: 9%; NPSR antag: -3%[46.1 µM]; Tau fluor cs: -2%; TexasRed fluor: -1%

What do the screens show for `CC(C)Cc1cc(C(=O)Nc2cc(C(F)(F)F)ccc2Cl)no1`?
Epigenetic derep: 12%; aGal spleen mod: -2%; Tau FP inhib: 3%; TRb SRC2 PPI: -6%; CBFb-RUNX1 inh: inconclusive; NPSR antag: 1%[46.1 µM]; Tau fluor cs: -12%; TexasRed fluor: -5%

Results for COc1ccc(NC(=O)C(c2ccc(OC)cc2)N(C)C(=O)Cc2cccs2)cc1 (stereo not given) ?
Epigenetic derep: -2.4%&0.0%; aGal spleen mod: 3%; Tau FP inhib: -5%&5%; TRb SRC2 PPI: 7%&0%; CBFb-RUNX1 inh: 3%; NPSR antag: 4%; Tau fluor cs: -23%&-7%; TexasRed fluor: -2%&5%
